High-throughput results as filed in PubChem.
Rpn11 block: inhibitors of human proteasome Rpn11; calls only at 20 µM; O00487; AID 588493; human 26S proteasome, Ub4-pepOG fluorescence polarization; 20S core pre-blocked with epoxomicin; hit rate 0.59% among 360,000;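 active = inhibition at 20 µM, scaled to each plate's controls, above about 33%, limit read from the data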
MT1-MMP act inh: blocks activation of human MT1-MMP | AID 651647 | hit rate 0.061% among 360,000 | HT1080 RFP-PRO-GFP cells, GFP/RFP ratio fluorescence, overnight; percent of plate control window, DMSO zero | GFP/RFP ratio change, % at 20 µM | P50281;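 active = GFP/RFP ratio change of at least 30% with cell ATP level not reduced by more than half and red fluorescence within 50% of control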; note: strong numbers were not always called active
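Compound: 20 µM single dose, 1% DMSO / System: HT1080 RFP-PRO-GFP cells / Controls: DMSO and RFP-L50D-GFP cell wells / Read-out basis: GFP/RFP fluorescence ratio / Schedule: overnight compound exposure at 37 °C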
Neddylation inh: inhibitors of human cullin neddylation; P61081+Q13564; TR-FRET cullin neddylation, biochemical; calls only at 25 µM; hit rate 0.58% among 360,000; in the data active = inhibition above about 36%
Rin1 Abl inh: human Rin1-Abl interaction inhibition | P00519+Q13671 | TR-FRET Rin1/Abl binding, biochemical | inhibition, % at 7.35 µM | hit rate 0.4% among 360,000; in the data active = inhibition above about 5%, passing the limit was not always enough
FAS TE block: blocks the thioesterase domain of human fatty acid synthase; P49327; recombinant FAS-TE, OMFH fluorogenic substrate, fluorescence endpoint; inhibition, % at 15 µM; hit rate 0.67% among 360,000;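 active = compounds whose normalised, plate-corrected inhibition of enzyme fluorescence in the single-dose primary screen is 50% or more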;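 note: 0% = DMSO with enzyme and 100% = substrate without enzyme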
NadD inh: inhibitors of Staphylococcus aureus NadD | purified NadD enzyme, colorimetric absorbance read-out | hit rate 0.78% among 360,000 | inhibition, % at 20 µM; in the data active = inhibition above about 26%; note: some compounds past the cut are filed as inactive
MLLE-PAM2 inh: blocks PAM2 peptide binding to the PABP1 MLLE domain; GST-MLLE / FITC-PAM2 fluorescence polarization; inhibition, % at 20 µM; P11940; hit rate 0.36% among 360,000; in the data active = inhibition above about 35%, passing the limit was not always enough;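 note: plate controls were DMSO wells with GST-MLLE for no effect and wells lacking GST-MLLE protein for full effect; some results filed as inactive read as strong as hits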
Target sequence (P11940 whole entry, looked up, the tested form may be a part): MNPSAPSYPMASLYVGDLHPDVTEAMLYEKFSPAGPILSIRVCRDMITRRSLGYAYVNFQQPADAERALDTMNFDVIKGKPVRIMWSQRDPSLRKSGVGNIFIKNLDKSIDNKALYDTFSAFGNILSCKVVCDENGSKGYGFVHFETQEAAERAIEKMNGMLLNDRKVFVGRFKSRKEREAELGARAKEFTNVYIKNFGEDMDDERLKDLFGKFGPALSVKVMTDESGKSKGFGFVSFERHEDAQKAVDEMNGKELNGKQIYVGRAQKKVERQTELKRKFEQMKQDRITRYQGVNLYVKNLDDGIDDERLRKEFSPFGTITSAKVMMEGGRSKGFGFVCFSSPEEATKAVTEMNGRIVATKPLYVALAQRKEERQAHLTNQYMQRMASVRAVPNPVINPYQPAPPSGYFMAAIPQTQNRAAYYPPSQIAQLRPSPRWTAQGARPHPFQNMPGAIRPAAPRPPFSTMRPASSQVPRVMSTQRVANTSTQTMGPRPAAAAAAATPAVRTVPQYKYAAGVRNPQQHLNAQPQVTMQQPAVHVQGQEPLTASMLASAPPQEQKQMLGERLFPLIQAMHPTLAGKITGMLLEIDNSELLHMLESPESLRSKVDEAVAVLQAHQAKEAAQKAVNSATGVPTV
CSN deneddyl inh: CSN deneddylation inhibition | Q92905 | inhibition, % at 12.5 µM | hit rate 0.38% among 360,000 | Purified CSN, SCF-Nedd8-OG deneddylation, fluorescence polarization | AID 651999;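 active = pattern-corrected inhibition above about 35%, with an unprinted fluorescence ratio check between 0.5 and 1.5, limit read from the data, passing the limit was not always enough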;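 note: 0% = enzyme with substrate and 100% = substrate without enzyme; some results filed as inactive read as strong as hits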
Target sequence (Q92905 whole entry, looked up, one chain of several): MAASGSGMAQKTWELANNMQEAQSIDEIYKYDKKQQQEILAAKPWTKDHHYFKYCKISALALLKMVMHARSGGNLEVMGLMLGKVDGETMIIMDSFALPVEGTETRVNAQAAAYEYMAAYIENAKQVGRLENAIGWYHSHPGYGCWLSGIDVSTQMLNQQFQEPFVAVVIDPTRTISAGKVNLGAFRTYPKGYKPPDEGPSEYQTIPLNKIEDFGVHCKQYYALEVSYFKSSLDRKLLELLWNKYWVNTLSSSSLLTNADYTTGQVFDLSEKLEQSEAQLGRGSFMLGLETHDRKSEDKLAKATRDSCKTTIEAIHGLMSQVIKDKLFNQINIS
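Material: human Csn5 produced in HEK293T cells; Input: enzyme 0.24 nM; Reagent: SCFSkp2-Nedd8OG substrate at 10 nM final; Dosing: 12.5 µM compound; Incubation: 90 min reaction at room temperature; Detection: fluorescence polarization of the substrate; Evaluation: % inhibition of substrate cleavage by Csn5; Control set: substrate-only high control, full reaction low control.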
SKN-1 inh: C. elegans SKN-1 inhibition. hit rate 0.49% among 360,000. inhibition, % at 21.8 µM. AID 624304. C. elegans VP596 Pgst-4::GFP/RFP ratio, acrylamide-induced, 24 h;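 active = interference check ratio from 0.5 to 1.5 plus GFP to RFP signal ratio inhibition reaching or exceeding a fixed threshold, cut at about 30% in these data, passing the limit was not always enough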; note: some compounds called inactive have numbers as strong as hits
Active calls of the source: *; i = inactive; . = not tested or not shown.

SMILES	Rpn11 block	MT1-MMP act inh	Neddylation inh	Rin1 Abl inh	FAS TE block	NadD inh	MLLE-PAM2 inh	CSN deneddyl inh	SKN-1 inh
CC(C)N1CCC(N2CCN(Cc3cnc(-c4ccccc4)s3)CC2CCO)CC1 (stereo not given)	i	7	i	-2	-10	-5	-6	2	4
CC(OC(=O)c1ccc(F)cc1)C(=O)Nc1nc(-c2cccc([N+](=O)[O-])c2)cs1 (stereo not given)	i	4	i	-3	32	2	-7	1	7
c1ccc(CCCNc2ncccn2)cc1	i	-2	i	3	-4	4	-1	3	19
COc1cc(C(=O)Nc2ccccn2)cc(OC)c1OC	i	-1	i	-1	1	0	4	0	2
c1ccc(C2=Nc3cccc4cccc(c34)N2)cc1	i	6	i	0	19	21	7	-5	-5
O=C(COc1ccc(/C=N/NC(=O)c2ccncc2)cc1)Nc1cccc([N+](=O)[O-])c1	i	1	i	1	6	2	6	1	3
NS(=O)(=O)c1ccc(CNC(=O)c2cccnc2Cl)cc1	i	1	i	-1	0	-1	2	0	14
CCC1(C)N=C(N)Nc2nc3cc(C)c(C)cc3n21 (stereo not given)	i	7	i	0	-6	-5	-18	1	2
O=C(N1CCCCC1)N1CCN(C(=O)N2CCCCC2)CC1	i	2	i	3	-5	2	5	-8	-5
COc1ccc(CNC(=O)c2ccc(-c3cnn(C)c3)c3ccoc23)cc1OC	i	4	i	-2	-3	-1	-6	0	-3
CCOC(=O)c1c(-c2ccc(OC)c(OC)c2)csc1NC(=O)C1CCCO1 (stereo not given)	i	1	i	0	1	-1	1	-4	6
COCOCCn1cc(CN2CCS(=O)(=O)N(Cc3ccc(-c4ccc(F)nc4)cc3)C(CC(C)C)C2=O)nn1 (stereo not given)	i	1	i	3	1	9	5	3	13
CCN(Cc1ccccc1)Cc1cccc([N+](=O)[O-])c1	i	2	i	-4	12	-1	1	-1	21
CC(=O)Nc1ccc(SCCN2CC[C@@H](O)CCC2=O)cc1	i	4	i	3	-9	-3	27	-3	3
COc1ccc(NC(=O)CCSc2nc(C)cs2)cc1	i	-2	i	0	-6	7	0	0	3
COc1cc(/C=C2\SC(=N)N(c3ccc(F)cc3)C2=O)ccc1O	i	-72	i	-2	-5	7	-91	8	-3
CCc1nc2ccccc2nc1N1CCN(S(=O)(=O)c2ccccc2)CC1	i	-5	i	3	35	-1	-8	1	22
CC(C)c1ccc(NC(=O)COC(=O)/C=C/c2cccc(Br)c2)cc1	i	-12	i	5	-4	8	0	2	-10
CC(C)(C)CNC(=O)[C@]1(C)CCC[C@@]2(C)C3CC[C@@]4(C)C[C@]3(CCC21)CC4=O (stereo not given in full)	i	-5	i	4	12	-5	14	-1	14
COc1cccc(NC(=O)C2(C)CCN2C(=O)Cc2ccc(C(C)C)cc2)c1 (stereo not given)	i	6	i	-4	21	-6	13	2	3
CCCNC(=O)c1cc(C2CCCN(C(=O)c3ccc(NC(C)=O)cc3)C2)on1 (stereo not given)	i	2	i	5	-7	-6	-3	1	2
Cc1cc(Cl)ccc1NC(=S)NCc1ccc(Cl)cc1	i	0	i	2	13	-6	-7	1	-3
OCCNCCCOc1cc(Cl)ccc1Cl	i	4	i	-1	-3	-3	8	3	-2
Cc1noc(NS(=O)(=O)c2ccc(NC(=O)c3ccc(N(C)C)cc3)cc2)c1C	i	1	i	3	-7	0	-1	-2	5
Cc1ccc(S(=O)(=O)CCC(=O)Nc2sccc2C(N)=O)cc1	i	0	i	0	-5	6	-19	6	23
Next section:
SMILES	Rpn11 block	MT1-MMP act inh	Neddylation inh	Rin1 Abl inh	FAS TE block	NadD inh	MLLE-PAM2 inh	CSN deneddyl inh	SKN-1 inh
Cc1noc(/C=C/N(C)C)c1S(=O)(=O)N1CCCC(C(=O)NCc2ccc(Cl)cc2)C1 (stereo not given)	.	-24	i	-1	4	8	-8	4	-2
O=C(NCCN1CCOCC1)[C@H](Cc1ccccc1)N1C(=O)c2ccccc2C1=O	i	1	i	1	-1	6	8	2	-12
Cc1ccc2c(c1)N(CC(=O)NCCCN1CCCC1)C(=O)CO2	i	2	i	3	-7	-7	-2	-1	9
CN(NC(N)=O)c1ncc(C(F)(F)F)cc1Cl	i	-3	i	2	-9	-3	-7	3	12
O=C(O)c1cccc(-n2c(O)c(C=C3N=c4ccccc4=N3)sc2=S)c1	.	-6	i	-6	-6	0	-94	3	-8
Cc1cc(/C=N/N2CCN(C)CC2)c(C)n1-c1ccccc1F	i	-2	i	2	-13	-6	7	1	-2
Cc1cc(C)c(C#N)c(SC(F)F)n1	i	0	i	-3	2	-1	2	-1	-7
Cc1cccc(C)c1NC(=O)COC(=O)c1cccc2c1C(=O)c1ccccc1C2=O	i	-7	i	-4	3	-4	-6	-9	9
Cc1ccccc1NS(=O)(=O)c1cc(C(=O)Nc2cccc(N(C)S(C)(=O)=O)c2)ccc1C	i	-2	i	0	14	-1	9	1	35
O=C(COCc1ccccc1)N[C@@H](Cc1ccc(O)cc1)C(=O)O	i	-3	i	1	-8	-3	-1	-1	-6
COc1ccc(C(C(=O)NC2CCCC2)N(C(=O)c2snc(C(N)=O)c2N)c2cc(C)ccc2OC)cc1OC (stereo not given)	i	-5	i	2	1	4	-4	1	9
O=C(c1ccco1)N1CCCC(c2nc3c(nnn3Cc3ccc(F)cc3)c(=O)[nH]2)C1 (stereo not given)	i	-2	i	-1	-1	-7	-8	4	16
COc1ccc(/C=N/NC(=O)c2[nH]c3ccc(Br)cc3c2-c2ccccc2)c(C(=O)O)c1OC	i	-3	i	-2	-4	14	-12	3	-7
O=C(NC1(C(F)(F)F)NC(=O)N(CCc2ccccc2)C1=O)C1CC1 (stereo not given)	i	0	i	4	-7	1	-5	-12	4
C[C@H](NC(=O)CC[C@H]1O[C@@H](n2ccc(=O)[nH]c2=O)[C@H](O)[C@@H]1O)C(=O)O	i	-3	i	4	-8	-2	-12	-1	-10
COc1cc(CC(=O)OCC(=O)NCC(C)C)cc(OC)c1OC	i	3	i	1	-4	-9	4	-2	-2
O=C(Oc1ccc(F)cc1)N1CCOCC1	i	1	i	2	-5	-3	1	-7	5
COc1cccc(CN(CCC(C)C)S(=O)(=O)c2cc(Br)ccc2Br)c1	i	-2	i	1	27	5	2	-4	10
C[C@@H](C(=O)NCc1ccccc1)[C@@H]1C[C@@]1(C)[C@@H](NC(=O)OCc1ccccc1)c1ccccc1	i	-12	i	2	11	-3	12	1	6
O=C(CCCN1C(=O)c2ccccc2C1=O)NCCc1ccc(OC(F)F)cc1	i	-2	i	0	-2	-7	-6	-3	12
Cc1ccc(S(=O)(=O)N(C)Cc2cc3cc(C)ccc3[nH]c2=O)cc1	i	-4	i	4	2	-10	-9	-4	-2
Cc1ccc2c(c1)COc1c3ccc(C(=O)N4CCOCC4)cc3nn1-2	i	4	i	-3	24	-7	-25	-1	-2
COc1ccc(C)cc1Nc1n[n+](C)c(-c2c3ccccc3cc3ccccc23)s1	i	-4	i	.	22	-2	-17	1	5
COc1ccc(CNC(=O)COC(=O)c2ccc(OCC3CCCO3)cc2)cc1 (stereo not given)	i	4	i	-1	-6	-4	-2	-1	-4
C/C(=N\Nc1nc2ccccc2c(=O)n1O)c1ccco1	i	2	i	4	-8	-4	7	3	17

Some values from above:
Entry of Cc1ccc2c(c1)COc1c3ccc(C(=O)N4CCOCC4)cc3nn1-2 under Rin1 Abl inh: -3
Entry of Cc1ccc(S(=O)(=O)N(C)Cc2cc3cc(C)ccc3[nH]c2=O)cc1 under MLLE-PAM2 inh: -9

Remaining list, next part.
SMILES	Rpn11 block	MT1-MMP act inh	Neddylation inh	Rin1 Abl inh	FAS TE block	NadD inh	MLLE-PAM2 inh	CSN deneddyl inh	SKN-1 inh
O=C(NCc1ccccc1)/C(=C/c1cccc([N+](=O)[O-])c1)NC(=O)c1ccco1	i	-3	i	1	69*	-3	0	-1	8
O=C(N[C@H]1CC[C@H](CC(=O)N2CCCCC2)O[C@@H]1CO)c1cccc(F)c1	.	-2	i	.	.	.	.	0	5
CC1CCCCN1CC(O)COCc1ccc(Cl)cc1 (stereo not given)	i	4	i	2	-4	-2	-8	1	1
CC(=O)N(/C=C1\SC(=S)N(c2ccccc2)C1=O)c1ccccc1	i	13	i	-2	9	-4	9	99	19
CCc1ccc(NC2=CC(=O)C(=O)c3ccccc32)cc1	i	3	i	-3	22	10	12	5	6
CC1C(=O)N2CCCc3cc(S(=O)(=O)N(C)CCC#N)cc1c32 (stereo not given)	i	-1	i	-3	-8	6	17	-5	1
Cc1ccc(C(=O)N[C@H](C(=O)Nc2cccc(S(=O)(=O)N3CCOCC3)c2)C(C)C)cc1	i	-38	i	-1	-4	7	-1	1	1
Cc1cc(C)cc(N(C(=O)c2ccco2)C(C(=O)NC2CCCC2)c2ccncc2)c1 (stereo not given)	i	4	i	1	0	2	19	-3	1
Cc1cc2ncn(S(=O)(=O)c3ccc(S(N)(=O)=O)cc3)c2cc1C	i	2	i	1	0	-1	-1	2	4
COc1ccnc(N2CCN(c3ccc(Cl)cc3)CC2)c1C#N	i	3	i	3	28	-2	9	0	18
CCOC(=O)c1cnc2c(C)cc(C)cc2c1NCCCN1CCOCC1	i	0	i	0	-3	-4	-2	0	-13
Cc1cccc(C)c1OCCCCn1cnc2ccccc2c1=O	i	3	i	2	8	0	3	4	6

Structural class, those above containing an aryl methoxy group
SMILES	Rpn11 block	MT1-MMP act inh	Neddylation inh	Rin1 Abl inh	FAS TE block	NadD inh	MLLE-PAM2 inh	CSN deneddyl inh	SKN-1 inh
COc1cc(C(=O)Nc2ccccn2)cc(OC)c1OC	i	-1	i	-1	1	0	4	0	2
COc1ccc(CNC(=O)c2ccc(-c3cnn(C)c3)c3ccoc23)cc1OC	i	4	i	-2	-3	-1	-6	0	-3
CCOC(=O)c1c(-c2ccc(OC)c(OC)c2)csc1NC(=O)C1CCCO1 (stereo not given)	i	1	i	0	1	-1	1	-4	6
COc1ccc(NC(=O)CCSc2nc(C)cs2)cc1	i	-2	i	0	-6	7	0	0	3
COc1cc(/C=C2\SC(=N)N(c3ccc(F)cc3)C2=O)ccc1O	i	-72	i	-2	-5	7	-91	8	-3
COc1cccc(NC(=O)C2(C)CCN2C(=O)Cc2ccc(C(C)C)cc2)c1 (stereo not given)	i	6	i	-4	21	-6	13	2	3
COc1ccc(C(C(=O)NC2CCCC2)N(C(=O)c2snc(C(N)=O)c2N)c2cc(C)ccc2OC)cc1OC (stereo not given)	i	-5	i	2	1	4	-4	1	9
COc1ccc(/C=N/NC(=O)c2[nH]c3ccc(Br)cc3c2-c2ccccc2)c(C(=O)O)c1OC	i	-3	i	-2	-4	14	-12	3	-7
COc1cc(CC(=O)OCC(=O)NCC(C)C)cc(OC)c1OC	i	3	i	1	-4	-9	4	-2	-2
COc1cccc(CN(CCC(C)C)S(=O)(=O)c2cc(Br)ccc2Br)c1	i	-2	i	1	27	5	2	-4	10
COc1ccc(C)cc1Nc1n[n+](C)c(-c2c3ccccc3cc3ccccc23)s1	i	-4	i	.	22	-2	-17	1	5
COc1ccc(CNC(=O)COC(=O)c2ccc(OCC3CCCO3)cc2)cc1 (stereo not given)	i	4	i	-1	-6	-4	-2	-1	-4
COc1ccnc(N2CCN(c3ccc(Cl)cc3)CC2)c1C#N	i	3	i	3	28	-2	9	0	18

Compounds were not picked by outcome (roughly 3.9% active in at least one column).
